Screening results (PubChem)
NFkB binder: binders of human NF-kappa-B p105; P19838; Small molecule microarray, anti-His fluorescence binding; calls only; 1.3% of 17,000 active; AID 624139;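 active = spot fluorescence over background significantly raised, with a chance value under 7% in all four replicate spots of the compound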;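 note: probe protein is his-tagged human p50 processed subunit at 1 µg/ml; raw spot fluorescence signals with no normalization applied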
Target sequence (P19838 1-433 limits assumed): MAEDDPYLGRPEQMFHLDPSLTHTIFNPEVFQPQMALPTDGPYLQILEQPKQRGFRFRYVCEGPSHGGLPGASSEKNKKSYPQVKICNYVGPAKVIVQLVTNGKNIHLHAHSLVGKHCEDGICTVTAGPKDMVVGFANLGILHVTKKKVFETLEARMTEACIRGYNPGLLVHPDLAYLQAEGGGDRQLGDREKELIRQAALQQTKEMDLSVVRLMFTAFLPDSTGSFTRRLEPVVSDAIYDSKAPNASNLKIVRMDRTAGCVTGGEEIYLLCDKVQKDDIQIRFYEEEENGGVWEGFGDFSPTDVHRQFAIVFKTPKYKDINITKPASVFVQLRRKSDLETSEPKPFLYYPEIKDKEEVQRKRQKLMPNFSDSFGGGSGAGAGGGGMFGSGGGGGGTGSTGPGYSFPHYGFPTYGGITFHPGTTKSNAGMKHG
Calls only; i = inactive; + = active, no number. These rows are one share of the data; the hit share may differ from the screen's.

| Compound | NFkB binder |
| --- | --- |
| COc1cc(NC(=O)COc2ccccc2Cl)ccc1NC(=O)c1cc2ccccc2o1 | i |
| C[C@@H]1CN([C@H](C)CO)C(=O)c2cccc(NC(=O)Nc3ccccc3)c2O[C@@H]1CN(C)C(=O)NC1CCCCC1 | i |
| Cc1noc(C)c1S(=O)(=O)Nc1ccc2c(c1)C(=O)N([C@H](C)CO)C[C@H](C)[C@H](CN(C)C(=O)Nc1ccccc1)O2 | i |
| C[C@@H]1CN([C@H](C)CO)C(=O)c2cc(NC(=O)Nc3ccccc3)ccc2O[C@@H]1CN(C)Cc1ccncc1 | i |
| C[C@H]1CN([C@@H](C)CO)C(=O)Cc2cc(NC(=O)CCN3CCOCC3)ccc2O[C@H]1CN(C)C(=O)Nc1cccc2ccccc12 | i |
| C[C@H]1CN([C@@H](C)CO)C(=O)c2cccc(NS(=O)(=O)c3ccc(Cl)cc3)c2O[C@H]1CN(C)C | i |
| COc1ccc(S(=O)(=O)Nc2cccc3c2O[C@@H](CN(C)C)[C@@H](C)CN([C@H](C)CO)C3=O)cc1 | i |
| C[C@@H]1CCCCO[C@H](CN(C)C)[C@H](C)CN([C@H](C)CO)C(=O)c2cc(NC(=O)C3CCCCC3)ccc2O1 | i |
| C[C@@H]1CCCCO[C@H](CN(C)Cc2ccc(Cl)c(Cl)c2)[C@H](C)CN([C@@H](C)CO)C(=O)c2cc(NC(=O)NC3CCCCC3)ccc2O1 | i |
| COc1ccccc1CN(C)C[C@H]1OCc2cnnn2CCCC(=O)N([C@H](C)CO)C[C@H]1C | i |
| C[C@H]1CCCCO[C@@H](CN(C)Cc2ccc3c(c2)OCO3)[C@@H](C)CN([C@@H](C)CO)C(=O)c2cc(NS(=O)(=O)c3ccccc3)ccc2O1 | i |
| C[C@@H]1CN([C@H](C)CO)C(=O)CCCn2nncc2CO[C@@H]1CN(C)C(=O)Nc1ccccc1C(F)(F)F | i |
| COc1ccc([C@@H]2CC(=O)c3c(O)cc(O[C@@H]4O[C@H](CO[C@@H]5O[C@@H](C)[C@H](O)[C@@H](O)[C@H]5O)[C@@H](O)[C@H](O)[C@H]4O)cc3O2)cc1O | i |
| Cc1noc(C)c1C(=O)NCc1ccco1 | i |
| Cc1ccc(S(=O)(=O)Nc2ccc3c(c2)C(=O)N([C@@H](C)CO)C[C@H](C)[C@H](CN(C)S(=O)(=O)c2ccc(F)cc2)OCCCC[C@@H](C)O3)cc1 | i |
| CNC[C@H]1Oc2c(NC(=O)Nc3ccc(C(F)(F)F)cc3)cccc2C(=O)N([C@@H](C)CO)C[C@@H]1C | i |
| CNC[C@H]1Oc2c(NS(=O)(=O)c3c(C)noc3C)cccc2C(=O)N([C@@H](C)CO)C[C@H]1C | i |
| CNC[C@H]1Oc2ccc(NC(=O)Nc3ccc(F)cc3)cc2C(=O)N([C@@H](C)CO)C[C@@H]1C | i |
| CNC[C@H]1Oc2ccc(NC(=O)Cn3cnnn3)cc2CC(=O)N([C@@H](C)CO)C[C@@H]1C | i |
| C[C@H](CO)N1C[C@H](C)[C@H](CN(C)S(=O)(=O)c2ccccc2)OCCCC[C@H](C)Oc2ccc(NC(=O)CCC(F)(F)F)cc2C1=O | i |

Next part:
| Compound | NFkB binder |
| --- | --- |
| C[C@@H]1CN([C@@H](C)CO)C(=O)c2cc(NC(=O)CCCN(C)C)ccc2O[C@@H](C)CCCCO[C@@H]1CN(C)S(=O)(=O)c1cn(C)cn1 | i |
| CNC[C@H]1Oc2ccc(NS(=O)(=O)c3ccccc3)cc2C(=O)N([C@@H](C)CO)C[C@@H]1C | i |
| C[C@H]1CN([C@@H](C)CO)C(=O)Cc2cc(NC(=O)Cc3ccccc3)ccc2O[C@H]1CN(C)S(=O)(=O)c1cccs1 | i |
| O=C(O)CCS(=O)(=O)c1nc(-c2ccccc2)cc(C(F)(F)F)n1 | i |
| C[C@@H]1CN([C@H](C)CO)C(=O)c2cc(NC(=O)NC3CCCCC3)ccc2O[C@H]1CN(C)Cc1ccc2c(c1)OCO2 | i |
| C[C@H]1CN([C@@H](C)CO)C(=O)c2cc(NC(=O)Nc3ccc(F)cc3)ccc2O[C@H]1CN(C)Cc1ccncc1 | i |
| COc1ccc(S(=O)(=O)Nc2cccc3c2O[C@H](CN(C)Cc2ccc(C(=O)O)cc2)[C@H](C)CN([C@@H](C)CO)C3=O)cc1 | i |
| CCC(Sc1nc(N)cc(=O)[nH]1)C(=O)Nc1ccc2ccccc2c1 (centres undefined) | i |
| COc1ccc(S(=O)(=O)N(C)C[C@@H]2Oc3c(NC(=O)c4ccc(-c5nccs5)cc4)cccc3C(=O)N([C@@H](C)CO)C[C@H]2C)cc1 | i |
| CCOC(=O)Cc1cc(=O)[nH]c(Nc2nc3ccccc3o2)n1 | i |
| COC(=O)c1ccc2c(=O)n(CCc3cnc[nH]3)c(=S)[nH]c2c1 | i |
| C[C@H](CO)N1C[C@H](C)[C@H](CN(C)C(=O)Nc2cccc3ccccc23)Oc2ccc(NS(C)(=O)=O)cc2CC1=O | i |
| COc1ccc(S(=O)(=O)N(C)C[C@H]2Oc3c(NC(=O)C4CC4)cccc3C(=O)N([C@@H](C)CO)C[C@@H]2C)cc1 | i |
| COc1cc2c(cc1OC)CN(C(=O)[C@@H]1[C@H]3C(=O)O[C@H](c4ccccc4)[C@H](c4ccccc4)N3[C@H](c3ccc(O)cc3)[C@@]13C(=O)Nc1ccccc13)CC2 | i |
| COCc1c(Br)c(C)nc(OCC(=O)O)c1C#N | + |
| CC1(CCOC2OC(CO)C(O)C(O)C2O)CCC2C(=CCC3C(C)(C(=O)O)CCCC23C)C1 (centres undefined) | i |
| C[C@H]1CCCCO[C@@H](CN(C)Cc2ccccc2)[C@@H](C)CN([C@@H](C)CO)C(=O)c2cc(N(C)C)ccc2O1 | i |
| C[C@@H]1CN([C@H](C)CO)C(=O)c2cc(NS(=O)(=O)c3cccs3)ccc2O[C@@H](C)CCCCO[C@@H]1CN(C)C(=O)CCCN(C)C | i |
| C[C@@H]1CN([C@@H](C)CO)C(=O)Cc2cc(N(C)C)ccc2O[C@@H]1CN(C)C(=O)Nc1cccc2ccccc12 | i |
| C[C@H](CO)N1C[C@H](C)[C@@H](CN(C)C(=O)NC2CCCCC2)Oc2ccc(NC(=O)Nc3ccc(C(F)(F)F)cc3)cc2C1=O | i |

Additional entries.
| Compound | NFkB binder |
| --- | --- |
| N#CC(Cc1ccc(O)cc1)c1ccc(O)cc1 (centres undefined) | i |
| COc1ccc(C2(C(=O)NCCN3CCOCC3)CCOCC2)cc1 | i |
| Cc1ccc(-c2csc3nnc(SCc4csc(C)n4)n23)cc1 | i |
| C/C=C/C=C/C(=O)O[C@@H]1C=C(CO)[C@](O)(CO)[C@@]2(C)CCCC(C)(C)[C@H]12 | i |
| C[C@H](CO)N1C[C@H](C)[C@@H](CN(C)Cc2ccccc2)Oc2c(NC(=O)C3CCOCC3)cccc2C1=O | i |
| COc1ccc(CN(C)C[C@@H]2Oc3c(NC(=O)Nc4c(C)noc4C)cccc3C(=O)N([C@H](C)CO)C[C@H]2C)cc1 | i |
| C[C@H](CO)N1C[C@H](C)[C@@H](CN(C)Cc2ccncc2)Oc2ccc(NC(=O)Cn3cnnn3)cc2C1=O | i |
| C[C@H](CO)N1C[C@H](C)[C@H](CN(C)Cc2ccc(C(F)(F)F)cc2)OCc2cn(nn2)CCCC1=O | i |
| CC(C)NC(=O)Nc1ccc2c(c1)C(=O)N([C@@H](C)CO)C[C@@H](C)[C@@H](CN(C)Cc1ccccc1)OCCCC[C@@H](C)O2 | i |
| Cc1noc(C)c1S(=O)(=O)Nc1ccc2c(c1)C(=O)N([C@H](C)CO)C[C@H](C)[C@H](CN(C)C(=O)Cc1ccccc1)OCCCC[C@H](C)O2 | i |
| CC1=C(C(=O)Nc2cccc(Cl)c2)C(c2cc(Br)ccc2OCC(=O)O)NC(=O)N1 (centres undefined) | i |
| C[C@H]1CN([C@@H](C)CO)C(=O)Cc2cc(NC(=O)Cn3cnnn3)ccc2O[C@H]1CN(C)C(=O)NC1CCCCC1 | i |
| COc1cc(C2OCC3(OC4OC(CO)C(O)C(O)C4O)C(c4ccc(O)c(OC)c4)OCC23)ccc1O (centres undefined) | i |
| COc1ccc(S(=O)(=O)N(C)C[C@@H]2Oc3ccc(NC(=O)CCCN(C)C)cc3C(=O)N([C@@H](C)CO)C[C@H]2C)cc1 | i |
| C=C1CC[C@@]2(OC1)O[C@H]1CC3[C@@H]4CC=C5C[C@H](O[C@@H]6OC[C@H](O)[C@H](O)[C@H]6O[C@@H]6O[C@@H](C)[C@H](O)[C@@H](O)[C@H]6O)C[C@@H](O)[C@]5(C)C4CC[C@]3(C)[C@H]1[C@@H]2C (some centres undefined) | + |
| C[C@@H]1CCCCO[C@@H](CN(C)S(=O)(=O)c2ccccc2)[C@@H](C)CN([C@H](C)CO)C(=O)c2cc(NC(=O)c3ccncc3)ccc2O1 | i |
| CC(C)NC(=O)N(C)C[C@@H]1OCCCC[C@H](C)Oc2ccc(NC(=O)Nc3ccc4c(c3)OCO4)cc2C(=O)N([C@H](C)CO)C[C@@H]1C | i |
| O=C1Nc2ccc(S(=O)(=O)NCCCO)c3cccc1c23 | i |
| O=C(CN1CCN(S(=O)(=O)c2ccc3ccccc3c2)CC1)Nc1ccc(Br)cc1 | i |
| CCOc1ccc(S(=O)(=O)NCc2ccco2)c(C)c1C | i |

Other entries:
| Compound | NFkB binder |
| --- | --- |
| C[C@@H]1CN([C@@H](C)CO)C(=O)c2cc(NC(=O)C3CC3)ccc2O[C@@H]1CN(C)C | i |
| C=C[C@@H](COC(C)=O)NS(=O)(=O)c1ccc(Br)cc1 | i |
| C[C@@H]1CN([C@@H](C)CO)C(=O)Cc2cc(NC(=O)Nc3ccccc3)ccc2O[C@H]1CN(C)Cc1ccc(C(=O)O)cc1 | i |
| CC(C(N)=O)N(c1ccc(Cl)cc1)S(C)(=O)=O (centres undefined) | i |
| Cc1noc(C)c1S(=O)(=O)Nc1cccc2c1O[C@@H](CN(C)C(=O)NC1CCCCC1)[C@@H](C)CN([C@H](C)CO)C2=O | i |
| COc1ccc([N+](=O)[O-])cc1NC(=O)C1(c2ccc(OC)c(OC)c2)CCCCC1 | i |
| COc1ccc(-c2cnc3c(c2)C(=O)N([C@H](C)CO)C[C@H](C)[C@H](CN(C)S(=O)(=O)c2cn(C)cn2)O3)cc1 | i |
| C[C@H](CO)N1C[C@H](C)[C@H](CN(C)CC2CC2)Oc2ccc(NC(=O)Nc3cccc4ccccc34)cc2CC1=O | i |
| C[C@@H]1CN([C@H](C)CO)C(=O)c2cc(NC(=O)C3CC3)ccc2O[C@@H]1CN(C)Cc1ccc(Cl)c(Cl)c1 | i |
| CC1(C)Cc2c(sc3c2c(=O)n(Cc2ccccc2)c2nnc(SCC(=O)c4ccc(Br)cc4)n32)CO1 | i |
| C[C@@H]1CCCCO[C@H](CN(C)C(=O)CCC(F)(F)F)[C@@H](C)CN([C@H](C)CO)C(=O)c2cc(NS(C)(=O)=O)ccc2O1 | i |
| O=S(=O)(N[C@H]1CCN(Cc2cccc(OCCO)c2)C1)c1ccc2ccccc2c1 | i |
| C[C@H](CO)N1C[C@H](C)[C@H](CN(C)Cc2ccc3c(c2)OCCN3C)OCc2cn(nn2)CCCC1=O | i |
| CC(=O)Nc1ccccc1NC(=O)COc1ccc(C(C)(C)C)cc1Br | i |
| Cc1ccc(C(C)C)c(OCC(=O)Nc2cccc3nsnc23)c1 | i |
| C[C@H](CO)N1C[C@H](C)[C@@H](CN(C)C(=O)Cc2ccccc2)OCc2cn(nn2)CCCC1=O | i |
| Cc1noc(C)c1NC(=O)Nc1ccc2c(c1)CC(=O)N([C@@H](C)CO)C[C@@H](C)[C@H](CN(C)S(=O)(=O)c1cn(C)cn1)O2 | i |
| C[C@@H]1CN([C@@H](C)CO)C(=O)Cc2cc(NC(=O)CCCN(C)C)ccc2O[C@@H]1CN(C)S(=O)(=O)c1cccs1 | i |
| C[C@H](CO)N1C[C@H](C)[C@H](CN(C)Cc2ccccc2)Oc2ncc(-c3cccc(C(F)(F)F)c3)cc2C1=O | i |
| CNC[C@@H]1Oc2ccc(NS(C)(=O)=O)cc2CC(=O)N([C@H](C)CO)C[C@@H]1C | i |

A second format for some results above.
> COc1ccc([N+](=O)[O-])cc1NC(=O)C1(c2ccc(OC)c(OC)c2)CCCCC1
  NFkB binder = i

> C[C@H](CO)N1C[C@H](C)[C@@H](CN(C)C(=O)Cc2ccccc2)OCc2cn(nn2)CCCC1=O
  NFkB binder = i

> CC(C(N)=O)N(c1ccc(Cl)cc1)S(C)(=O)=O (centres undefined)
  NFkB binder = i

Additional records:
| Compound | NFkB binder |
| --- | --- |
| C[C@@H]1CN([C@H](C)CO)C(=O)c2cccc(NC(=O)Nc3cccc4ccccc34)c2O[C@H]1CN(C)C(=O)NC1CCCCC1 | i |
| C[C@@H]1CN([C@H](C)CO)C(=O)c2cc(NC(=O)Nc3cccc4ccccc34)ccc2O[C@H]1CN(C)C(=O)NC1CCCCC1 | i |
| CC(=O)NCCc1c(Cc2ccccc2)[nH]c2ccccc12 | i |
| C[C@@H]1CN([C@@H](C)CO)C(=O)c2cc(NC(=O)Nc3ccccc3)ccc2O[C@H]1CN(C)C | i |
| C[C@@H]1CN([C@@H](C)CO)C(=O)CCCn2cc(nn2)CO[C@@H]1CN(C)S(=O)(=O)c1ccc2c(c1)OCCCO2 | i |
| C[C@H](CO)N1C[C@H](C)[C@@H](CN(C)C(=O)Nc2ccccc2)OCCCC[C@H](C)Oc2ccc(N(C)C)cc2C1=O | i |
| Cn1c(SCC(=O)N2c3ccccc3CCc3ccccc32)nnc1-c1ccc(Cl)cc1Cl | i |
| C[C@@H]1CN([C@@H](C)CO)C(=O)c2cccc(NS(=O)(=O)c3cn(C)cn3)c2O[C@H]1CN(C)S(=O)(=O)c1cn(C)cn1 | i |

Retrieved one by one from above, 2 records:
| Compound | NFkB binder |
| --- | --- |
| C[C@@H]1CN([C@H](C)CO)C(=O)c2cc(NC(=O)Nc3cccc4ccccc34)ccc2O[C@H]1CN(C)C(=O)NC1CCCCC1 | i |
| C[C@@H]1CN([C@@H](C)CO)C(=O)c2cccc(NS(=O)(=O)c3cn(C)cn3)c2O[C@H]1CN(C)S(=O)(=O)c1cn(C)cn1 | i |
